Bioassay records as filed in PubChem BioAssay.
APE1 inh: APE1 (human) endonuclease inhibition. P27695. recombinant APE1, TAMRA/BHQ-2 abasic DNA cleavage fluorescence. Potency, µM (highest dose often 65.8 µM), for inactives: at the highest dose activity change, negative = inhibition, most hits filed as inhibitors. 350,000 compounds, 0.35% hits. AID 2517;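 also: plate controls were vehicle for no effect and reference inhibitor for full effect; nearly all actives have a fitted effect of over 55% in size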
Target sequence (P27695 whole entry, looked up): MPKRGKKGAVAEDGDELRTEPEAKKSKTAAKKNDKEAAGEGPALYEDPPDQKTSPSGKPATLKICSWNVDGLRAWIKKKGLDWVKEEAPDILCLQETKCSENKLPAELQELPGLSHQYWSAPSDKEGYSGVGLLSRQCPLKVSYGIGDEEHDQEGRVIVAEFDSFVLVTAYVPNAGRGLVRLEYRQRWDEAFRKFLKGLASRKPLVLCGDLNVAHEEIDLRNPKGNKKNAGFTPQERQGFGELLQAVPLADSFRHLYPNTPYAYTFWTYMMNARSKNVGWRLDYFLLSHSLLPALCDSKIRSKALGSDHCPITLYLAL
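Measures dequenching upon AP-site incision of a 5'-TAMRA/3'-BHQ-2 THF-containing duplex, 50 nM; human APE1 0.75 nM after 15 min room-temperature exposure to compound; kinetic three-point read at one-minute spacing.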
POLI inh: inhibitors of human DNA polymerase iota | 390,000 compounds, 1% hits | Pol iota fluorescent replication assay, 10 min | Potency, µM (highest dose often 115 µM), inactives show top-dose activity, negative = inhibition, actives largely listed as inhibitors | Q9UNA4
Target sequence (Q9UNA4 whole entry, looked up): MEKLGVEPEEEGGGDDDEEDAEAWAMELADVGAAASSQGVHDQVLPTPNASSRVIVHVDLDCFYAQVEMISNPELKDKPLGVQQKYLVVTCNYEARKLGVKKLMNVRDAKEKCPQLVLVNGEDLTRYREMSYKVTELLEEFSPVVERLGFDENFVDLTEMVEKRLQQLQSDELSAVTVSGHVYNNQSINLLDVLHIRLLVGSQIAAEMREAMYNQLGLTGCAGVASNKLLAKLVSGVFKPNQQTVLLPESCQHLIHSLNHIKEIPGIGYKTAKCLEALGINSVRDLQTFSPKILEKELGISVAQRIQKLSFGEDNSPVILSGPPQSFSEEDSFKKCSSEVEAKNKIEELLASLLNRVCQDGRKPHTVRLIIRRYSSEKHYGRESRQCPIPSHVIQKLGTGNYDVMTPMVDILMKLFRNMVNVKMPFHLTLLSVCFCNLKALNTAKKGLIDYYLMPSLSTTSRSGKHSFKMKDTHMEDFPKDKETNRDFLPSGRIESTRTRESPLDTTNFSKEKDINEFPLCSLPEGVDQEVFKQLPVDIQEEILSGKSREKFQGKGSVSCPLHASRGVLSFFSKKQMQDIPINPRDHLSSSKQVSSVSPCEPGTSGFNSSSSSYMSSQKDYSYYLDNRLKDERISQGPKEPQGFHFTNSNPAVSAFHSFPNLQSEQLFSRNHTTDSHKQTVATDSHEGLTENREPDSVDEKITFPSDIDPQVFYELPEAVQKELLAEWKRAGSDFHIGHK
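Fluorescent replication assay read twice, at 0 min and 10 min after adding 50 nM (final) substrate. Enzyme (10 nM) and compounds were first incubated 15 min at room temperature; enzyme-free buffer wells were negative controls.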
Pol beta inh: DNA polymerase beta (human) inhibition. P06746. Pol beta primer extension/strand displacement, fluorescence kinetic. Potency, µM (highest dose often 114 µM), for the others: at the top dose activity change, negative = inhibition, actives largely listed as inhibitors. 340,000 compounds, 1.3% hits. AID 485314; also: % is scaled to controls: 0 for no effect and ±100 for the full control effect
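Preincubation: enzyme (10 nM) with compound, 15 min, RT. Reaction: substrate added to 50 nM final. Reads: 0 and 10 min. Analysis: normalized, Hill fit.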
BLM helicase inh: Bloom syndrome helicase (human) inhibition. AID 2528. 350,000 compounds, 0.2% hits. recombinant BLM DNA unwinding, fluorescence dequenching. P54132. Potency, µM (doses to about 56.1 µM), inactives show at the top dose activity change, negative = inhibition, usual class: inhibitors;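 also: plate controls were vehicle for no effect and no enzyme for full effect; nearly all actives have a fitted effect of over 35% in size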
POLK inh: DNA polymerase kappa (human) inhibition; Q9UBT6; purified Pol kappa, fluorescent DNA synthesis assay, 10 min; Potency, µM (titrated, usually from 107 µM), inactives show at the top dose activity, negative = inhibition, actives largely listed as inhibitors; 400,000 compounds, 0.53% hits; also: % is scaled to controls: 0 for no effect and ±100 for the full control effect
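First, compounds were pin-transferred onto 10 nM Pol kappa. After 15 min at room temperature, substrate was added to 50 nM final. Fluorescence was then measured kinetically at 0 and 10 min.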
Pol eta inh: blocks human DNA polymerase eta activity | Q9Y253 | recombinant Pol eta, fluorescent DNA replication assay | Potency, µM (highest dose often 114 µM), inactives show at the top dose activity change, negative = inhibition, hits mostly inhibitors | 390,000 compounds, 1.2% hits | AID 588591; also: % is scaled to controls: 0 for no effect and ±100 for the full control effect
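Pol eta at 10 nM preincubated with compounds 15 min at room temperature; reaction started with fluorescent substrate (50 nM final) and read kinetically at 0 and 10 min.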
JMJD2A Tudor: blocks the human JMJD2A Tudor domain; 390,000 compounds, 4.4% hits; Potency, µM (top dose mostly 114 µM), inactives show top-dose activity change, negative = inhibition, usual class: inhibitors; AlphaScreen JMJD2A-Tudor / H3K4me3 peptide binding; also: % is scaled to controls: 0 for no effect and ±100 for the full control effect; nearly all actives have a fitted effect of over 50% in size
BAZ2B inh: BAZ2B (human) inhibition; Potency, µM (top dose mostly 114 µM), for the others: top-dose activity change, negative = inhibition, most hits filed as inhibitors; AlphaScreen BAZ2B-H3K14Ac peptide displacement; 360,000 compounds, 4.4% hits; also: % is scaled to controls: 0 for no effect and ±100 for the full control effect; nearly all actives have a fitted effect of over 60% in size
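Protein-peptide AlphaScreen: BAZ2B 50 nM, b-H3K14Ac 50 nM, 1x PBS pH 7.4 + 0.01% Tween-20. Preincubation 30 min RT; cpd 30 min RT (top 110 uM); beads 20 min RT, light-protected.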
G9a block: inhibitors of human histone lysine methyltransferase G9a; Q96KQ7; G9a H3K9 monomethylation, AlphaScreen, 2 h; Potency, µM (titrated, usually from 102 µM), without a hit: at the top dose activity, negative = inhibition, usual class: inhibitors; 350,000 compounds, 8.8% hits; AID 504332; also: % is scaled to controls: 0 for no effect and ±100 for the full control effect; nearly all actives have a fitted effect of over 75% in size
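G9a (20 nM) preincubated 15 min RT with compounds, then 500 nM biotinylated H3K9 peptide and 20 uM SAM added; 2 h RT reaction. Monomethyl-H3K9 product detected by AlphaScreen with anti-H3K9me1 antibody, streptavidin donor and anti-rabbit IgG acceptor beads.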
Starred values were filed as active, the others as inactive; ? = inconclusive; nt = no result given; & = joins results of further samples; [ ] = remark or other dose. Calls follow the shape of the dose curve; as a rule, active = well fitted curve in the direction sought with a large enough effect; inconclusive = small, poorly fitted or top-dose-only effect, or another doubt; inactive = no such curve, though single readings can be large; an effect the other way counts as inactive or inconclusive. Potency is read from the fitted curve at half-maximal effect. Only part of the results is shown. The share of hits here may be higher or lower than overall.

Order of results: APE1 inh | POLI inh | Pol beta inh | BLM helicase inh | POLK inh | Pol eta inh | JMJD2A Tudor | BAZ2B inh | G9a block
- COCCn1c(=O)c(-c2cc(F)cc(F)c2)nc2cnc(OCc3ccccc3)nc21
→ 3.2% | nt | nt | -8.0% | 3.8%[60.1 µM] | nt | nt | nt | -1.7%[12.7 µM]
- NS(=O)(=O)c1ccc(CCNC(=O)c2cc(=O)[nH]c3ccccc23)cc1
→ 9.5%[12.4 µM] | 6.5% | 13.4% | 0.8% | -6.0% | -3.6% | -0.7% | -9.9% | -1.9%[59 µM]
- COc1ccc(CCNC(c2ccc(F)cc2)c2nnc(-c3ccccc3Cl)o2)cc1OC (stereo not given)
→ nt | 9.5% | -18.5% | -9.6% | 3.1% | -24.4% | -33.6% | -20.4% | -37.3%[59 µM]
- COc1ccc(C(=O)NC(C)c2nnc(SCC(=O)NC3CCCC3)n2C)cc1 (stereo not given)
→ 38.3% | 18.7% | 7.2% | -1.4% | -18.5% | -1.2% | -15.0% | -1.9% | -1.5%
- O=C(C1CCCO1)N1CCN(C(=S)Nc2ccccc2F)CC1 (stereo not given)
→ 1.4% | 4.3% | 58.2% | -0.1% | 3.1% | -12.4% | -14.5% | 9.4% | 19.3%[59 µM]
- CCN(CC(=O)NCc1cccs1)c1ccc(S(=O)(=O)N2CCN(C)CC2)cn1
→ -1.8% | -12.4% | 1.4% | -2.3% | -4.4% | 9.5% | -11.9% | -6.4% | -9.3%
- Cc1cc(Br)cc(Cl)c1OCC(=O)NC(=O)NCc1ccccc1
→ 0.2% | 26.1% | -11.3% | 1.0% | -2.7%[60.1 µM] | -9.6% | 1.7% | -4.4% | 18.2%
- COc1ccccc1N1CCN(/N=C/c2ccc(OC)c(OC)c2OC)CC1
→ -1.5% | 31.0%[activator] | 6.6% | -2.5% | 0.4% | -16.7% | ? | 31.6µM* | 35.5µM*
- COc1cccc(OCc2cc(=O)n3cc(C)sc3n2)c1
→ nt | 22.9% | 40.3%[activator] | -3.0% | -6.2% | -2.3% | -7.3% | 2.7% | 8.8%[59 µM]
- CC(C)Nc1nc(NC(C)C)nc(NS(=O)(=O)c2ccc(N)cc2)n1
→ -4.9% | 6.7% | 14.5% | -15.9% | -8.6% | 5.5% | 9.5% | 10.3% | -22.2%[59 µM]
- CCCCS(=O)(=O)N1CCCC(C(=O)N2CCOCC2)C1 (stereo not given)
→ 23.6% | 27.6% | 0.0% | 1.5% | -1.8% | -12.7% | 2.0% | -1.0% | 35.1%
- COc1ccc(N=C2SCC(=O)N2CCc2ccc(OC)c(OC)c2)cc1
→ -8.5% | -3.9% | 12.6% | -1.9% | 5.4% | ? | -1.0% | -6.9% | -1.7%
- COc1cccc(CCNC(=O)C2CCC(=O)N(C3CC3)C2)c1OC (stereo not given)
→ 15.6% | 8.4% | -3.0% | -1.6% | 8.2% | -14.6% | -3.5% | 3.5% | 2.0%[12.7 µM]
- Cn1nccc1C(=O)Nc1sc2c(c1C(N)=O)CCCC2
→ -1.4% | 68.5%[activator] | -18.5% | 1.6% | -5.1% | -7.4% | -6.4% | -22.8% | -24.1%
- Cc1ccc(S(=O)(=O)N2CC(=O)Nc3ccccc32)c(C)c1NS(C)(=O)=O
→ 8.6% | 9.2% | 95.6% | -1.4% | 2.6% | -10.3% | -9.8% | 2.2% | 14.4%[2.33 µM]
- CC(=O)N1CCCc2cc(S(=O)(=O)N3CCCCC3)ccc21
→ nt | 6.3% | 3.6% | 2.1% | -5.2%[60.1 µM] | -9.0% | -2.3% | -1.2% | 7.6%[59 µM]
- COc1ccc(NC(=O)c2ccccc2N(Cc2ccccc2)S(C)(=O)=O)cc1OC
→ 0.4% | 66.6%[activator] | -3.4% | -0.5% | -9.3% | -2.5% | -4.8% | 6.3% | nt
- CC(C)(C)n1nnnc1C(c1cccs1)N1CCN(Cc2ccc3c(c2)OCO3)CC1 (stereo not given)
→ 2.9% | 3.5% | 12.3% | -0.4% | -10.8% | -17.7% | -27.6%[57.1 µM] | -4.9% | ?
- Cc1cc2occ(CC(=O)N(C)CC(=O)Nc3ccccc3C(F)(F)F)c2cc1C
→ -0.6% | 48.0%[activator] | nt | nt | -4.2% | ? | -18.8% | 5.5% | -5.2%[2.33 µM]
- Cc1onc(-c2c(F)cccc2Cl)c1C(=O)NCc1cccs1
→ 3.6% | 12.7% | ? | -0.7% | -2.9% | 1.7% | -15.5% | 10.1% | -23.5%[59 µM]
- CCOc1cccc(CNCc2cccnc2)c1OCc1ccccc1
→ 4.6% | 65.5%[activator] | -15.0% | -0.4% | 1.0% | ? | -0.7% | -29.2% | ?
- CC(=O)Oc1ccccc1C(=O)NC(C)CCc1ccccc1 (stereo not given)
→ 0.7% | 139.2%[activator] | 23.2% | -2.8% | 2.5% | 10.8% | -10.1% | 6.3% | nt
- O=C(CC1C(=O)NCCN1Cc1cccc(F)c1)NCCCCCN1CCOCC1 (stereo not given)
→ 13.9% | 28.4% | 28.0% | -2.0% | 0.6% | -23.7% | -6.6% | -11.2% | 70.8µM*
- O=C1CCCC(O)=C1N=Nc1ccc(Cl)c(Cl)c1
→ 5.5% | -19.4% | ? | -4.5% | -4.3% | -18.1% | -18.1% | ? | ?
- COc1ccc(-c2ccc3c(N)c(C(=O)Nc4cc(F)ccc4C)sc3n2)cc1
→ nt | -2.9% | 9.7% | -4.7% | -6.4% | -17.2% | 8.3% | -2.2% | -34.9%[59 µM]
- COc1ccc2c(c1OC)C(=O)O[C@@H]2[C@H]1c2c(cc3c(c2OC)OCO3)CCN1C
→ 1.6% | 24.9% | 4.9% | -4.2%&3.8%&6.6% | -11.2%[60.1 µM] | -12.3% | -20.4% | -3.6% | ?
- CCC1(CC)NC(=O)N(CC(=O)OCc2nc3cc(C(=O)OC)ccc3c(=O)[nH]2)C1=O
→ -8.1% | 36.9%[activator] | nt | nt | -2.9% | -11.6% | -8.6% | -6.2% | 12.3%[12.7 µM]
- O=C(c1ccc(Cl)cc1)c1cn(Cc2ccccc2)c2cc3c(cc2c1=O)OCCO3
→ nt | -20.1% | -24.2% | -7.7% | -7.8% | 4.4% | -17.5% | -20.5%[57.1 µM] | -13.7%[59 µM]
- O=C1COc2ccc(S(=O)(=O)NCc3ccccc3)cc2N1
→ -0.5%[12.4 µM] | -5.2% | -1.4% | 1.0% | -0.5% | 2.8% | -8.2% | 8.5% | 21.0%[59 µM]
- CN(C)c1ccc(NC(=S)NC23CC4CC(CC(C4)C2)C3)cc1
→ 10.4% | 9.7% | -1.0% | -2.6% | -14.7% | 4.7% | ? | -38.8% | ?
- CC1CCCCC1NC(=O)/C(C#N)=C/c1ccc2c(c1)OCCO2 (stereo not given)
→ -0.6% | -11.3% | 28.6% | -7.6% | -6.7% | -4.6% | -10.7% | -4.9% | 1.7%[59 µM]
- Cc1nc2ccc3nc(NC(=O)c4ccc5c(c4)OCCO5)sc3c2s1
→ -2.7% | ? | 26.6% | -9.3% | ? | -16.8% | -30.8%&-25.9% | -7.4% | 13.4%
- Cc1cc(Cl)ccc1NNC(=O)c1cccs1
→ 12.1% | 103.1%[activator] | -11.1% | -1.6% | 6.4% | -15.4% | -8.1%[57.1 µM] | -34.6% | nt
- CCOC(=O)C1(CCCc2ccccc2)CCN(C(=O)CCOC)CC1
→ 13.7% | 31.2%[activator] | 41.5% | -4.3% | -3.2% | -3.9% | -4.8% | -1.4% | nt
- O=C(COc1ccccc1C(=O)NCc1ccncc1)Nc1ccc(Br)cc1
→ -2.6% | 187.5%[activator] | -0.4% | 0.8% | -16.7% | -10.9% | -16.1% | -10.7% | 10.6%
- [O-]/C(=C(\C(=S)Nc1cccc2ccccc12)[n+]1ccccc1)c1ccc(Cl)s1
→ -2.1% | 24.9% | 7.4% | -10.8% | -13.9% | -8.6% | ? | 35.5µM* | ?
- CC(C)Oc1ccc(N2CC(C(=O)Nc3ccccc3C(=O)NC3CC3)CC2=O)cc1 (stereo not given)
→ 26.6% | -12.8% | nt | nt | 7.1% | -12.9% | -4.9% | -27.5% | -2.2%
- Cc1cccc(SCC(=O)Nc2ccc3c(c2)OCCO3)c1
→ 21.0% | 39.2%[activator] | -1.7% | -2.5% | ? | -12.0% | -4.8% | 6.8% | 103.8%[activator]
- CN(Cc1ccccc1)C(=O)c1cccc(NC(=O)Cc2cccc(NC(=O)C3CCN(C(=O)C4CCC4)CC3)c2)c1
→ nt | 12.6% | nt | nt | 0.2% | -20.1% | -15.1% | nt | nt
- COc1ccc(C(C)(C)C)cc1NC(=O)CCNC(=O)c1ccco1
→ 30.4% | 23.1% | 1.5% | -0.9% | -18.4% | 0.7% | -14.9% | 0.0% | 6.4%
- Cc1ccc(Cn2c(N3CCCCCC3)nc3c2c(=O)[nH]c(=O)n3C)cc1
→ 25.6% | 10.2% | -1.0% | -3.0% | -7.0% | -12.6% | -20.1% | nt | 1.3%[59 µM]
- NC(=O)CC(NC(=O)Cc1cccc2ccccc12)c1ccc(N2CCC(N3CCCC3)CC2)c([N+](=O)[O-])c1 (stereo not given)
→ 0.2% | 14.9% | 13.2% | -7.9% | -4.3% | 1.2% | -16.6% | -4.6% | nt
- NNC(=O)c1cc2c(s1)CCCCCC2
→ 12.8% | -1.5% | 21.7% | -7.3% | -14.3% | -5.6% | -21.8% | -11.5% | ?
- CC(C)C(OC(=O)c1cccs1)C(=O)NCc1cccs1 (stereo not given)
→ -1.4% | 0.4% | 10.4% | -1.4% | -17.5% | 0.4% | 0.7% | -0.6% | 18.3%

In the list so far, two have a furan ring, fused or not.
Order of results: APE1 inh | POLI inh | Pol beta inh | BLM helicase inh | POLK inh | Pol eta inh | JMJD2A Tudor | BAZ2B inh | G9a block
- Cc1cc2occ(CC(=O)N(C)CC(=O)Nc3ccccc3C(F)(F)F)c2cc1C
→ -0.6% | 48.0%[activator] | nt | nt | -4.2% | ? | -18.8% | 5.5% | -5.2%[2.33 µM]
- COc1ccc(C(C)(C)C)cc1NC(=O)CCNC(=O)c1ccco1
→ 30.4% | 23.1% | 1.5% | -0.9% | -18.4% | 0.7% | -14.9% | 0.0% | 6.4%
